Screening data from PubChem.
aDG glyco act = alpha-DG glycosylation activation. AID 624168. activation, % at 10 µM. 360,000 compounds, 0.22% hits. Pro5-aDG cells, alpha-DG glycosylation AlphaScreen (IIH6); 0% Pro5, 100% B10-LARGE cell signal;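 active means activation of at least 8% versus controls, or a plate z-score of at least 8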;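 further: Pro5 are CHO cells carrying HIG-tagged alpha-DG that lacks glycosylation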
HTR2A ag = mouse HTR2A agonism via beta-arrestin recruitment; P35363; CHO-K1 mHTR2A beta-arrestin complementation, luminescence; percent of 30 µM serotonin response; activation, % at 7.6 µM; 360,000 compounds, 0.66% hits; AID 624169;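 active means activation above a run cutoff, the mean activation of all tested compounds plus 3 SD, cut at about 14% in these data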;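 further: 0% = plate median of compound wells and 100% = 30 µM serotonin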
ABCB6 inh 2 = inhibitors of human ABC transporter ABCB6. fluorescence ratio to DMSO, % at 10 µM. K562-ABCB6 porphyrin accumulation, flow cytometry, 1 h; active compounds read low. Q9NP58. 360,000 compounds, 0.19% hits;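 active means fluorescence ratio to DMSO below 75%, the collection mean minus 3 SD; inconclusive means too few cells collected in the well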;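 further: signal is porphyrin accumulated inside mitochondria; 100% equals median channel fluorescence of DMSO control wells; lower ratio means ABCB6 inhibition with less porphyrin fluorescence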
Target sequence (Q9NP58 whole entry, looked up): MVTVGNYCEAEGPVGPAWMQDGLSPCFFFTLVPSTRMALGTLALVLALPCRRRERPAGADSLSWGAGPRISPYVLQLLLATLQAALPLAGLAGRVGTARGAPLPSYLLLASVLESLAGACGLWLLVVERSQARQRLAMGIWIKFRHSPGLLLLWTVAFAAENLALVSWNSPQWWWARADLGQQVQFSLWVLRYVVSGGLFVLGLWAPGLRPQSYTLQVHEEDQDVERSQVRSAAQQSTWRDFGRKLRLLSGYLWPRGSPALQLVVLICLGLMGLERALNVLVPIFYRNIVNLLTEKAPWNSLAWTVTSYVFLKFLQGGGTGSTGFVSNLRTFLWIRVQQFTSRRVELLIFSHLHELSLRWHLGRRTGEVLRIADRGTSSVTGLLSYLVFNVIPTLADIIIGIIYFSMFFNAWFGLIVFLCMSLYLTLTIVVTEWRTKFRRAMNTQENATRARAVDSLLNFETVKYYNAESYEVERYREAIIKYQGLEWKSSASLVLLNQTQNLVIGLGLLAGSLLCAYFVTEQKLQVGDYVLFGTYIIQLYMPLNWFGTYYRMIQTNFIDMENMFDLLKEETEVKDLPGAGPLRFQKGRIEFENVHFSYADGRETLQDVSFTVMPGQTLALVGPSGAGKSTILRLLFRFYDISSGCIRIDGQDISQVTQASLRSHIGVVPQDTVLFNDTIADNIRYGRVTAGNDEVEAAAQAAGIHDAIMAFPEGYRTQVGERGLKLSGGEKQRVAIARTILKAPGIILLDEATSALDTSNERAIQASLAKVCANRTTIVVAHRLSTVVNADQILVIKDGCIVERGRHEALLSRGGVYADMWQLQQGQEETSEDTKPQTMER
Exocytosis inh = lytic granule exocytosis inhibition. 360,000 compounds, 0.66% hits. TALL-104 LAMP-1 surface exposure, flow cytometry; cells stimulated with thapsigargin and PMA. inhibition, % at 10 µM;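 active means inhibition above about 55%, limit read from the data; inconclusive means no clear call, values can overlap the other calls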
CaV13 FRET inh = Disruptors of the CACNA1D IQ motif to Ca2+-dependent inactivation inhibitor domain association, primary screening, Förster resonance energy transfer in intact living …; HEK cells, CFP/YFP FRET ICDI-IQ, plate reader, 10 min; percent FRET-ratio fall versus neutral wells; inhibition, % at 12.3 µM; 340,000 compounds, 0.098% hits;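 active means mean replicate inhibition of at least 30% and at least 1% of replicates passing that level; inconclusive means only one of the two criteria is met; inactive means neither criterion is met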;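 further: 0% = median of the neutral control wells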
hiPSC survival = hiPSC single-cell survival enhancement. 360,000 compounds, 0.044% hits. ATPlite luminescence; 100% = ROCK inhibitor wells, 0% = DMSO. survival enhancement, % at 20 µM; in the data active means survival enhancement above about 18%;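 further: cells exposed to compounds for 16 hours before the ATP read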
Glyco luc inh = N-linked glycosylation inhibition. reporter increase, % at 12.5 µM. 360,000 compounds, 0.23% hits. D54 ERlucT glycosylation luciferase reporter, 24 h; percent of 100 nM tunicamycin response;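 active means mean luciferase reporter signal, scaled so untreated is 0 and the glycosylation-blocking control 100, at or above a set limit in every replicate; inconclusive means mean reaches the limit but not every replicate does; inactive means mean below the limit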;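 further: luciferase carries N-glycosylation sites so blocking glycosylation raises the light; 0% = median of neutral control wells and 100% = median of 100 nM tunicamycin wells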
H9c2 protect = myocardial damage modulation in H9c2 cells. protection from H2O2 cell death, % at 20 µM. H9c2 cardiomyocytes, H2O2 injury protection, ATPLite, 2 h. 360,000 compounds, 0.63% hits;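 active means compounds giving at least 50% protection of heart cells from peroxide-induced death in the single-dose screen, raw or plate-pattern-corrected value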;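 further: 0% = DMSO wells with peroxide and 100% = DMSO wells without peroxide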
PDI turbidity = inhibitors of human protein disulfide isomerase. PDI insulin aggregation turbidity, A650, 90 min. inhibition, % at 10 µM. 350,000 compounds, 0.052% hits. AID 588391;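 active means mean inhibition across replicates of 30% or more, whatever share of single replicates reach that level; inconclusive means mean inhibition below 30% while every single replicate reaches 30%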;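 further: absorbance from insulin aggregation driven by PDI reduction with DTT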
Vif inh = blocks HIV Vif function; 340,000 compounds, 0.35% hits; HEK293T cells, Vif self-association by quenched fluorescence, imaging, 24 h; inhibition, % at 7.49 µM; AID 602346; in the data active means inhibition above about 50%, passing the limit was not always enough; inconclusive means no clear call, values can overlap the other calls; inactive means below about 31%; further: some results filed as inactive read as strong as hits
Starred values were filed as active, the others as inactive; ? = inconclusive; / = not tested or not shown.

mol | hiPSC survival | H9c2 protect | PDI turbidity | CaV13 FRET inh | Glyco luc inh | Vif inh | HTR2A ag | aDG glyco act | Exocytosis inh | ABCB6 inh 2
CC(=O)NC(CC(=O)OCC(=O)NCCc1ccccc1)c1ccccc1 (configuration not stated) | -0.3 | 0 | -3 | -13 | 1 | 19 | 4 | 1.7 | 0 | 95
OCCN(CCO)CC(O)COCCC12CC3CC(CC(C3)C1)C2 (configuration not stated) | -0.5 | -13 | 7 | -1 | 1 | 8 | 0 | -0.1 | 0 | 98
Clc1ccc(NC2(c3nnnn3C3CCCCC3)CCCCC2)cc1 | 0.1 | -11 | -1 | -4 | 1 | 26 | 6 | 0.4 | 30 | 90
CC(C)c1ccc(N(CC(=O)NC2CCCCC2)C(=O)CNC(=O)c2ccco2)cc1 | 0.0 | 1 | -5 | -3 | -2 | -2 | 6 | 0.0 | 4 | 105
O=[N+]([O-])c1ccc(N2CCN(C(=S)Nc3ccccc3)CC2)cc1 | -0.3 | -2 | -1 | -2 | 5 | -11 | 8 | 0.7 | 10 | 102
CCOC(=O)C1=C(COC(=O)CNC(=O)c2cccc(C)c2)NC(=O)NC1C (configuration not stated) | 0.2 | 12 | 13 | -5 | 0 | 1 | -2 | -0.4 | 1 | 99
CCN(CC(=O)NCc1cccnc1)S(=O)(=O)c1ccc(OC)cc1 | -0.5 | -1 | -5 | -3 | 0 | -33 | 6 | 0.0 | -7 | 91
O=C(O)c1cc(S(=O)(=O)NC23CC4CC(CC(C4)C2)C3)ccc1Cl | -0.4 | -6 | 3 | -3 | 1 | 4 | 5 | 0.0 | -8 | 100
O=C(CSc1nnc(CNc2ccccc2)o1)N1CCc2ccccc21 | -1.4 | 0 | -2 | -9 | -1 | 15 | 1 | -0.1 | -5 | 93
Cc1nc2sc3c(c2c(=O)n1N)CCC3 | 1.8 | 8 | -10 | -18 | 1 | -1 | 2 | -0.2 | -1 | 98
Cc1noc(C)c1C(=O)N1CCOCC1 | 5.6 | -5 | 5 | -4 | 0 | 15 | 0 | 4.3 | -2 | 90
O=C(Nc1nc2ccccc2n1Cc1ccc(Cl)cc1)c1ccco1 | -1.6 | -1 | 12 | -7 | 7 | 6 | 3 | 2.0 | 3 | 94
COCCNc1nc(Nc2ccc(C#N)cc2)c2sccc2n1 | 4.5 | 2 | 1 | -6 | -3 | -5 | 0 | 0.7 | -3 | 98
COc1ccc(C(C)=O)cc1COc1ccccc1[N+](=O)[O-] | 1.0 | 2 | -3 | -2 | 2 | 2 | 11 | -0.1 | -1 | 102
Cc1nn(-c2ccccc2)c2c1C(c1ccc([N+](=O)[O-])cc1)C(C#N)=C(N)O2 (configuration not stated) | 0.0 | -10 | -2 | -4 | 0 | / | 1 | -0.2 | -18 | 102
CC(=O)Nc1ccccc1NC(=O)c1ccccc1 | 0.3 | 2 | -4 | -5 | -1 | -4 | 2 | 0.0 | -1 | 96
CN(Cc1ccon1)C(=O)c1ccc2nc(Cc3cccc(Cl)c3)oc2c1 | -0.1 | 0 | -3 | -3 | 0 | -3 | 1 | 0.3 | ? | 105
Cc1c(NC2=C(Cl)C(=O)N(c3ccccc3Cl)C2=O)c(=O)n(-c2ccccc2)n1C | -1.7 | 1 | 2 | -6 | 1 | 4 | 1 | -0.1 | 0 | 102
CCN(C(=O)CSc1nnc(COc2cccc(C)c2)o1)c1nc(C)cs1 | 1.5 | 3 | -4 | -5 | 1 | -2 | 1 | -0.1 | 10 | 95
N#Cc1cc(Cl)c(NCC2CCCO2)cc1C#N (configuration not stated) | 0.2 | 5 | 9 | -3 | -2 | -3 | -2 | 0.1 | -14 | 89
CCCCOc1ccc(NC(=O)CSc2cccc3cccnc23)cc1 | -0.7 | -7 | 0 | 4 | 0 | 3 | -3 | 0.8 | -3 | 106
Cn1c2ccccc2c(=O)c2c(=O)n(-c3ccc(F)cc3)c(C3CCCCC3)nc21 | 0.1 | 1 | -1 | 1 | 1 | -2 | 2 | 0.6 | -6 | 108
CC(C)(Oc1ccc(Cl)cc1)C(=O)N1CCC(C(N)=O)CC1 | 0.2 | 6 | 1 | -2 | -1 | -4 | 2 | 0.1 | -3 | 98
C=CCn1c(SCc2ccc(Cl)c(Cl)c2)nnc1C(CO)NC(=O)c1ccc(OC)cc1 (configuration not stated) | -1.7 | -8 | 0 | -5 | -1 | -6 | -1 | 0.2 | 0 | 98
Cc1nnc2n(Cc3ccccc3)c(=O)c3c4c(sc3n12)COC(C(C)C)C4 (configuration not stated) | 0.4 | 10 | 7 | / | 2 | -7 | -4 | 0.1 | 16 | 87
O=S(=O)(c1ccc(Cl)cc1)N1CCC(N2CCOCC2)CC1 | 3.1 | 0 | 3 | -5 | -1 | -15 | -1 | 0.0 | 21 | 101
Cc1ccc(S(=O)(=O)/N=C(/c2ccccc2)N2CCOCC2)cc1 | 0.7 | -3 | 2 | -9 | 0 | 2 | 5 | 0.1 | -2 | 91
O=C(NCCc1nc2ccccc2[nH]1)/C(=C/c1ccc2c(c1)OCO2)NC(=O)c1ccccc1Cl | 1.9 | 2 | 0 | -2 | -3 | -5 | 4 | -0.1 | 9 | 94
Cc1cccc(N(C(=O)c2snc(C(N)=O)c2N)C(C(=O)NCC2CCCO2)c2ccc(N(C)C)cc2)c1C (configuration not stated) | -0.5 | 14 | -6 | -5 | -1 | 8 | 0 | 0.0 | 66* | 95
CCCCCCC(=O)Nc1nc(C)c(-c2csc(Nc3cccc(OC)c3)n2)s1 | 4.4 | -12 | -1 | -6 | 1 | 15 | 1 | 0.5 | -2 | 99
CCc1c(C#N)sc(C(N)=O)c1CC | 0.2 | 0 | 13 | -14 | -6 | -16 | 5 | -0.1 | -2 | 97
Nc1ccc(S(=O)(=O)N2CCc3ccccc32)cc1 | -0.6 | 9 | 6 | -19 | 1 | -1 | 3 | -0.1 | -12 | 104

Three entries already listed, ordered by molar mass, smallest number first.
mol | hiPSC survival | H9c2 protect | PDI turbidity | CaV13 FRET inh | Glyco luc inh | Vif inh | HTR2A ag | aDG glyco act | Exocytosis inh | ABCB6 inh 2
O=S(=O)(c1ccc(Cl)cc1)N1CCC(N2CCOCC2)CC1 | 3.1 | 0 | 3 | -5 | -1 | -15 | -1 | 0.0 | 21 | 101
O=C(NCCc1nc2ccccc2[nH]1)/C(=C/c1ccc2c(c1)OCO2)NC(=O)c1ccccc1Cl | 1.9 | 2 | 0 | -2 | -3 | -5 | 4 | -0.1 | 9 | 94
Cc1cccc(N(C(=O)c2snc(C(N)=O)c2N)C(C(=O)NCC2CCCO2)c2ccc(N(C)C)cc2)c1C (configuration not stated) | -0.5 | 14 | -6 | -5 | -1 | 8 | 0 | 0.0 | 66* | 95

(continued)
mol | hiPSC survival | H9c2 protect | PDI turbidity | CaV13 FRET inh | Glyco luc inh | Vif inh | HTR2A ag | aDG glyco act | Exocytosis inh | ABCB6 inh 2
CCC(C)C(=O)Nc1nc(C)c(-c2csc(Nc3cc(Cl)ccc3OC)n2)s1 (configuration not stated) | -0.9 | -16 | -7 | ? | 1 | -5 | 3 | 0.7 | 6 | 98
CCNC(COC(=O)c1ccc([N+](=O)[O-])cc1)C1CCCCC1 (configuration not stated) | 4.5 | 0 | 4 | -5 | 1 | 0 | 0 | 0.0 | -8 | 100
N#Cc1ccccc1Oc1ccc(S(=O)(=O)N2CCCCC2)cn1 | -0.5 | -4 | -10 | -6 | 1 | -7 | -2 | 0.0 | 2 | 99
Cc1ccc(SCCC(=O)Nc2ccccc2C(=O)N2CCOCC2)cc1 | -0.5 | 2 | 3 | -8 | 2 | 5 | 1 | -0.2 | 1 | 99
C/C(=N/NC(=O)CNc1ccc(C)cc1)c1ccc(Br)s1 | -0.5 | 4 | 10 | -6 | 1 | 1 | -6 | 0.4 | -2 | 110
COc1ccc(N2CCN(C(=O)CSc3nnc4ncccn34)CC2)cc1 | -2.3 | 4 | -1 | -9 | 2 | / | 4 | 0.3 | 1 | 96
COc1ccc2[nH]c3c(=O)n(CCCN4CCOCC4)cnc3c2c1 | 0.7 | 2 | -2 | 6 | 1 | 29 | 5 | 0.0 | 4 | 97
CCc1ccc(-c2cc(C(=O)N3N=C(C(F)F)CC3(O)C(F)F)c3ccccc3n2)cc1 (configuration not stated) | -1.3 | -21 | 4 | -7 | -7 | 1 | -4 | -0.1 | 1 | 98
CCCCn1cc([N+](=O)[O-])nc1C | -0.2 | 5 | 6 | -13 | 1 | 6 | 3 | -0.1 | 0 | 99
Cc1cc(C)c(C#N)c(N2CCOCC2)n1 | 0.3 | 16 | 3 | / | -2 | 9 | -4 | -0.2 | -1 | 94
N#CC1=C(N)SC(N)=C(C#N)C1c1cccc(Oc2ccccc2)c1 | -0.4 | -12 | -4 | -8 | 0 | -2 | -3 | 0.0 | 1 | 110
COc1cccc(CN2CCNC(=O)C2CC(=O)NCc2cn3cccc(C)c3n2)c1OC (configuration not stated) | 1.9 | -2 | -4 | -5 | 1 | 7 | 0 | 0.7 | -4 | 103
O=c1/c(=C/c2ccccn2)sc2nc3ccccc3n12 | -0.2 | -29 | -5 | -1 | 0 | 4 | -2 | 0.1 | 1 | 96
Cc1cccc(NC(=O)CC2Nc3cccc4cccc(c34)NC2=O)c1 (configuration not stated) | -1.4 | 9 | 3 | -7 | 5 | 5 | 7 | -0.1 | -1 | 90
Cc1cc(NC(=O)c2ccc(N3CCCC3)c([N+](=O)[O-])c2)no1 | 4.8 | 8 | -1 | -7 | -1 | -6 | 4 | -0.2 | -2 | 108
CN1CCN(C(=O)c2ccccc2NC(=O)C(C)(C)C)CC1 | -1.8 | 9 | 11 | -3 | 0 | -3 | -10 | -0.2 | 7 | 97
CCOC(=O)c1cn(Cc2ccccc2)c(C(=O)OC(C)(C)C)c1O | -1.9 | -3 | 2 | -8 | -2 | 5 | -4 | -0.1 | 16 | 97
COc1ccccc1Nc1nc(C2(C)CCC(=O)O2)cs1 (configuration not stated) | -2.8 | 2 | -2 | -5 | 2 | -5 | -3 | 0.1 | -1 | 98
COc1ccc(-c2noc(COc3ccccc3OC)n2)cc1OC | 3.4 | -5 | 5 | -5 | 1 | -9 | 0 | 0.0 | -9 | 103
Cc1ccc(S(=O)(=O)N2[C@@H](c3ccc(Cl)cc3)C(C(=O)O)=CC[C@H]2c2ccc(C(C)C)cc2)cc1 | 2.0 | -8 | 4 | -10 | 4 | -9 | 6 | 0.0 | -3 | 95
CCC(=O)Nc1cccc(NC(=O)c2cccc([N+](=O)[O-])c2C)c1 | 2.5 | -1 | -2 | -14 | 0 | -2 | 4 | 0.3 | 2 | 101
CCOC(=O)c1sc(NC(=O)CSc2ncccn2)nc1C | 0.8 | -2 | 14 | / | 1 | -16 | -1 | -0.4 | 2 | 100
C/C=C/c1ccc(OCCCNC)c(OC)c1 | -1.1 | 0 | -1 | -4 | -1 | 2 | 0 | 1.0 | -2 | 103
CC1(C(=O)NS(=O)(=O)Cc2cccc(Cl)c2)CCN1C(=O)Cc1cccs1 (configuration not stated) | -1.2 | 13 | 1 | -5 | 0 | -10 | 7 | -0.1 | -5 | 96
CCc1ccc(CNCCSc2nnnn2C)cc1 | 19 | 6 | -3 | -5 | 0 | 3 | -2 | 0.5 | 4 | 95
Cc1cc(O)c(C(C)C)cc1N=Cc1cc([N+](=O)[O-])ccc1O | -0.5 | -10 | -2 | -4 | 4 | -11 | -3 | 0.2 | 25 | 99
